# T cell HTS = T cell immune modulation candidate | 2C CD8+ T cell-vesicle binding, flow cytometry; active compounds read low | calls only at 7 µM | 330,000 tested, 0.068% active | AID 2052;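 active = response, share of CD8 T cells binding vesicles, and their 90th percentile fluorescence all below set limits, cut at about 80% in these data, passing the limit was not always enough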
#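 Assay system: 2C TCR transgenic mouse naive CD8+ T cells, MACS-purified | Read-out: CD8+ gate FL2 mean fluorescence as % of same-row positive control | Signal: High-throughput flow cytometry with anti-B7-1 and anti-CD8 staining | Timing: Binding step 1.5 h, 37 °C, antibody labelling 20 min, ice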
# T cell HTS vesicle-bound % = recorded beside T cell HTS, whose call it bears; double positive events, %; measured here: CD8+ vesicle-bound cell fraction;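 binding gate set so that unloaded-vesicle control wells show 10% double positive cells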
# * hit, by the source's call; i = inactive. A portion of the library (hit frequency here may not be typical).
SMILES,T cell HTS,T cell HTS vesicle-bound %
O=C(NCC1CCCN1S(=O)(=O)c1cccs1)C(=O)Nc1ccccc1 (stereo unspecified),i,50
Cc1sc2ncnc(N3CCC(C(=O)Nc4ccc(OC(F)F)c(Cl)c4)CC3)c2c1C,i,22
Cc1ccc(S(=O)(=O)N(C)C)cc1NC(=O)COc1ccccc1C(=O)Nc1ccccc1,i,10
Cc1cccc(C(=O)NCC(c2cccs2)N2CCOCC2)c1 (stereo unspecified),i,26
Clc1ccc(-c2[nH]ncc2N=Nc2ccccc2)cc1,i,40
CN1CCN(C(CNC(=O)c2ccc(Br)o2)c2ccc(F)cc2)CC1 (stereo unspecified),i,35
COC(=O)C1=C(C)N(Cc2ccccc2)C(=O)N[C@H]1c1ccco1,i,29
COc1ccc([C@H]2CC(=O)C=C(c3ccc(O)cc3)C2)cc1OC,i,11
CC(=O)N1c2ccccc2C2CCCC[C@@H]21 (stereo partly specified),i,35
COc1ccc(CN(C)C(=O)Cn2ccc(N)nc2=O)cc1OC,i,38
CN1CCN(S(=O)(=O)c2ccccc2)C(c2ccccc2)C1 (stereo unspecified),i,19
Cc1ccc2c(c1)[C@@H]1[C@H](CO2)[C@H](c2ccccc2)[C@@]2(C)C(=O)N[C@H](C)C(=O)N12,i,32
CCCN(C(=O)C1CC(=O)N(c2ccccc2C(C)CC)C1)C1CCS(=O)(=O)C1 (stereo unspecified),i,46
O=S(=O)(Nc1ccc2c(c1)OCO2)c1ccc(Cl)cc1F,i,38
COC(=O)c1c(NC(=O)CSc2ncnc3ccccc23)sc(C)c1C,i,14
COc1ccc(S(=O)(=O)N2CCOC23CCN(S(=O)(=O)c2cc(C)ccc2C)CC3)cc1,i,38
O=C(COC(=O)C1=COCCO1)NC1CCCCC1,i,40
C[C@H]1COC(=O)[C@@H](Cc2ccc(F)cc2)C/C=C\C[C@H](CC(=O)N(CCO)Cc2ccccc2)C(=O)N1,i,26
CCCn1c(N)c(C(=O)CSc2nncs2)c(=O)[nH]c1=O,i,38
O=C(Nc1ccc(SC(F)F)cc1)C1=CC=CN2CCS(=O)(=O)N=C12,i,13
O=C1c2ccccc2C(=O)C1(O)O,i,20
COc1cccc(NC(=O)c2ccc[n+](C)c2)c1,i,44
CCOC(=O)c1ccccc1NC(=O)COC(=O)c1c(CC)noc1C,i,39
CC(C)(C)OC(=O)C[C@@H]1C/C=C\C[C@@H](CC(=O)N(CCO)Cc2ccccc2)C(=O)N2CCC[C@H]2COC1=O,i,21
C=CCN(c1ccccc1OC)S(=O)(=O)c1cccc(C(=O)NCc2ccco2)c1,i,34
# Next records follow.
SMILES,T cell HTS,T cell HTS vesicle-bound %
COc1ccc(S(=O)(=O)N2CCN(CC(=O)Nc3c(C)n[nH]c3C)CC2)cc1OC,i,48
O=C(CNCc1ccccc1)Nc1ccc(Cl)cc1,i,26
COc1cccc(CC(=O)NNC(=O)CN(C)S(=O)(=O)c2ccc(C)cc2)c1,i,42
COc1cccc2sc3ccc(NCc4ccc5c(c4)OCO5)cc3c(=O)c12,i,31
CCCCn1c(N)c(N(CCC(C)C)C(=O)C2=NN(c3cc(C)ccc3C)C(=O)CC2)c(=O)[nH]c1=O,i,15
CC(=O)Nc1ccc(C(=O)OCC(=O)NCc2cccs2)cc1,i,35
CN(C(=O)CSc1nnc(-c2cccs2)n1N)c1ccccc1,i,30
CCCCNc1c(-c2ccc(OC)c(SC3CCCCC3)c2)nc2ccc(C)cn12,i,3
CC(=O)c1ccc(S(=O)(=O)N2CCN(CC(=O)Nc3ccc(Cl)c([N+](=O)[O-])c3)CC2)cc1,i,25
CCN(CC(=O)Nc1ccc(NC(C)=O)cc1)C(=O)CSc1nnc(-c2ccco2)n1CC,i,21
CC(OC(=O)/C(C#N)=C/c1ccc(N(C)C)cc1)C(=O)NCc1ccco1 (stereo unspecified),i,31
COC(=O)c1cc(S(=O)(=O)Nc2cccc(-c3cnco3)c2)oc1C,i,52
O=C(COC(=O)c1cccc(Cl)c1Cl)NCc1cccs1,i,18
COc1ccc(C2=NOC(Cn3nc(C(=O)NCC4CC4)cc3-c3ccccc3)C2)cc1 (stereo unspecified),i,22
COc1ccc(NC(=O)CSCC(=O)N2CCCc3ccccc32)cc1,i,56
COCCn1cnnc1SCC(=O)Nc1cc(C)on1,i,18
CCN(CC)S(=O)(=O)c1cccc(NC(=O)CNc2cccc(S(=O)(=O)N3CCOCC3)c2)c1,i,58
CN1C(=O)N(CC(=O)Nc2sccc2C(N)=O)C(=O)C12CCCCC2,i,31
CCOC(=O)[C@@H]1[C@H]2COc3cc(OC)ccc3[C@@H]2N2C(=O)N(c3ccc(Cl)cc3)C(=O)[C@]12C,i,33
COc1ccccc1-c1nn(Cc2ccccc2)cc1C(=O)NCC(c1ccco1)N1CCCC1 (stereo unspecified),i,24
CC(C)NC(=O)Nc1ccc2c(c1)C(=O)N([C@H](C)CO)C[C@H](C)[C@@H](CN(C)C(=O)Nc1ccc(C(F)(F)F)cc1)O2,i,9
COC(=O)c1ccc(COC(=O)CSCC(=O)Nc2ccc(C)cc2C)cc1,i,11
COc1ccc2cc(-c3cccnc3)ncc2c1,i,42
CCOC(=O)C1CCN(C(=O)C(C)Sc2nnc3ccccn23)CC1 (stereo unspecified),i,49
COc1ccc(NC(=O)CNC(=O)C23CC4CC(CC(C4)C2)C3)c(OC)c1,i,18
# Further records
SMILES,T cell HTS,T cell HTS vesicle-bound %
Cc1ccc(NC(=O)CCN2C(=O)C3CC=CCC3C2=O)cc1Cl (stereo unspecified),i,36
CCOC(=O)N1CCN(C(=O)C(CC(C)C)NS(=O)(=O)c2ccc(C)cc2)CC1 (stereo unspecified),i,41
O=C(CSc1ncnc2c1cnn2-c1ccccc1)NC1CCS(=O)(=O)C1 (stereo unspecified),i,44
COc1ccccc1C(=O)NC(=O)COC(=O)CNC(=O)c1ccc(Cl)cc1Cl,i,21
CNC(=O)c1c(NC(=O)CS(=O)(=O)c2ccc(Cl)cc2)sc(C)c1C,i,51
O=C(COc1cccc(C(F)(F)F)c1)NCC(c1ccco1)N1CCCC1 (stereo unspecified),i,4
O=C1CC(c2ccccc2)NN1 (stereo unspecified),i,34
CC(C)(CNS(=O)(=O)c1ccc(Br)s1)N1CCOCC1,i,55
Cc1cccc(C)c1NC(=O)CN(C)C(=O)C1CCCCC1,i,57
CC(=O)N1CCN(S(=O)(=O)c2cccc(C(=O)NCCc3ccc(Cl)cc3)c2)CC1,i,57
Cc1ccc(F)cc1NC(=O)/C=C/c1ccc(S(=O)(=O)N2CCOCC2)cc1,i,40
O=C(OCC(=O)N1CCCC1=O)c1ccc(Cl)cc1[N+](=O)[O-],i,59
COc1ccccc1CNCC(=O)Nc1cc(S(=O)(=O)N2CCCCC2)ccc1C,i,43
O=C(c1cccc(NS(=O)(=O)c2ccc(Br)cc2)c1)N1CCCCC1,i,47
C[C@H](O)[C@@]1(O)CC[C@H]2[C@@H]3CC[C@@H]4C[C@H](O)CC[C@]4(C)[C@H]3CC[C@@]21C,i,27
COc1ccc(-c2csc(NC(=O)CCN3C(=O)C4CC=CCC4C3=O)n2)cc1OC (stereo unspecified),i,36
O=C(COC(=O)c1ccc(Cl)c(S(=O)(=O)N2CCOCC2)c1)Nc1ccc2[nH]c(=O)[nH]c2c1,i,22
CCN(CC(=O)Nc1c(F)cccc1F)C(=O)CSCC(=O)Nc1ccc(OC)cc1,i,57
COC(=O)[C@]1(C)N[C@H](CN(C)S(=O)(=O)c2ccc(C(C)(C)C)cc2)[C@@H]2C(=O)N(C)C(=O)[C@@H]21,i,13
CCCCn1c(N)c(N(C(=O)CSc2nnc(C)n2-c2ccccc2)C2CCCC2)c(=O)[nH]c1=O,i,38
O=C(COc1coc(CN2CCc3ccccc3C2)cc1=O)Nc1ccccc1F,i,5
COCCNC(=O)c1ccccc1N(Cc1ccccc1)S(=O)(=O)c1ccccc1,i,35
CS(=O)(=O)NNC(=O)Cn1nnc(-c2ccc(OCc3ccccc3Cl)cc2)n1,i,32
O=C(CN1C(=O)NC2(CCc3ccccc32)C1=O)c1ccc(Cl)cc1 (stereo unspecified),i,43
C[C@@]12CCC3[C@@](CCC4[C@@]3(C)CCC[C@@]4(C)C(=O)NCc3ccccc3)(CC1=O)C2 (stereo partly specified),i,40
# Continued.
SMILES,T cell HTS,T cell HTS vesicle-bound %
CC(=O)N1CCN(C(=O)c2cccc(S(=O)(=O)N3CCN(c4ccccc4)CC3)c2)CC1,i,7
CC(C)N(C(=NCc1ccccc1)NC(=O)c1ccccc1)C(C)C,i,31
NC(=O)c1ccc(NC(=O)COC(=O)c2ccc(Br)o2)cc1,i,35
COc1ccc2c(c1OC)C(=O)N(c1cccc(NC(C)=O)c1)C2,i,20
Cc1ccc(S(=O)(=O)NCC(=O)OCCOc2cccc(Cl)c2)cc1,i,39
O=C1CC(N2CCN(S(=O)(=O)c3ccccc3F)CC2)C(=O)N1c1ccc(F)cc1F (stereo unspecified),i,35
O=C(CCNC(=O)c1ccc(Cl)cc1)NCC(c1ccco1)N1CCCCC1 (stereo unspecified),i,44
C=CCN1C(=O)c2ccc(C(=O)OCC(=O)N3CCN(c4ccccc4)CC3)cc2C1=O,i,35
N#CC1(NC(=O)CN2C(=O)c3ccccc3C2=O)CCCCC1,i,26
CCN(CC)S(=O)(=O)c1ccc(C(=O)NCC(=O)NC2CC2)cc1,i,47
CCN(C(=O)CSc1nc(C)cc(=O)[nH]1)C1CCCCC1,i,6
CCOc1ccccc1NC(=O)COc1coc(CN2CCCc3ccccc32)cc1=O,i,4
CNC(=O)C1CN(C(=O)c2cccc(S(=O)(=O)N3c4ccccc4CC3C)c2)c2ccccc2O1 (stereo unspecified),i,40
Cc1cc(C)n2nc(C)c(-c3ccccc3)c2n1,i,36
Cc1ccc(C)c(OCCC(=O)OCC(=O)Nc2ccc(Cl)cn2)c1,i,11
O=C(NCCN1CCN(C(=O)c2ccc(F)cc2)CC1)C(=O)NCc1ccccc1,i,24
CC(=O)OC(C)(C)/C=C/C(=O)[C@](C)(O)C1[C@H](O)C[C@@]2(C)C3CC=C4C(C=C(O[C@@H]5O[C@H](CO)[C@@H](O)[C@H](O)[C@H]5O)C(=O)C4(C)C)[C@]3(C)C(=O)C[C@]12C (stereo partly specified),i,52
Nc1ccccc1S(=O)(=O)NCCCCc1ccccc1,i,60
Cc1cc([N+](=O)[O-])nn1CC(=O)NCc1ccc(Cl)cc1,i,31
COc1ccc(NC(=O)COC(=O)CCc2ccc(S(=O)(=O)N3CCOCC3)cc2)cc1Cl,i,37
CS(=O)(=O)c1ccc2nc(NC(=O)C3CC3)sc2c1,i,30
CCOC(=O)c1oc2ccccc2c1COC(=O)C(C)NC(=O)c1ccco1 (stereo unspecified),i,18
Cc1cc(C(=O)O)ccc1NCc1ccncc1,i,58
C=C1/C=C(\C)C(C)(O)CC(O)CC(=O)C(O)C(O)C(C)CC(C)OC(=O)/C(C)=C/CC/C=C/C(OC)C(O)CC(C)C1 (stereo unspecified),i,19
O=C(Nc1ccc(Cl)cc1Cl)c1cccc(N2C(=O)C=CC2=O)c1,i,16

# Reprinted from the entries so far for reference:
SMILES,T cell HTS,T cell HTS vesicle-bound %
CCN(C(=O)CSc1nc(C)cc(=O)[nH]1)C1CCCCC1,i,6
CCOc1ccccc1NC(=O)COc1coc(CN2CCCc3ccccc32)cc1=O,i,4
CNC(=O)C1CN(C(=O)c2cccc(S(=O)(=O)N3c4ccccc4CC3C)c2)c2ccccc2O1 (stereo unspecified),i,40
Cc1cc(C)n2nc(C)c(-c3ccccc3)c2n1,i,36
Cc1ccc(C)c(OCCC(=O)OCC(=O)Nc2ccc(Cl)cn2)c1,i,11
O=C(NCCN1CCN(C(=O)c2ccc(F)cc2)CC1)C(=O)NCc1ccccc1,i,24
CC(=O)OC(C)(C)/C=C/C(=O)[C@](C)(O)C1[C@H](O)C[C@@]2(C)C3CC=C4C(C=C(O[C@@H]5O[C@H](CO)[C@@H](O)[C@H](O)[C@H]5O)C(=O)C4(C)C)[C@]3(C)C(=O)C[C@]12C (stereo partly specified),i,52
Nc1ccccc1S(=O)(=O)NCCCCc1ccccc1,i,60
Cc1cc([N+](=O)[O-])nn1CC(=O)NCc1ccc(Cl)cc1,i,31
COc1ccc(NC(=O)COC(=O)CCc2ccc(S(=O)(=O)N3CCOCC3)cc2)cc1Cl,i,37
CS(=O)(=O)c1ccc2nc(NC(=O)C3CC3)sc2c1,i,30
CCOC(=O)c1oc2ccccc2c1COC(=O)C(C)NC(=O)c1ccco1 (stereo unspecified),i,18
Cc1cc(C(=O)O)ccc1NCc1ccncc1,i,58
C=C1/C=C(\C)C(C)(O)CC(O)CC(=O)C(O)C(O)C(C)CC(C)OC(=O)/C(C)=C/CC/C=C/C(OC)C(O)CC(C)C1 (stereo unspecified),i,19
O=C(Nc1ccc(Cl)cc1Cl)c1cccc(N2C(=O)C=CC2=O)c1,i,16

# Additional results:
SMILES,T cell HTS,T cell HTS vesicle-bound %
Cc1cccc(C)c1NC(=O)CNC(=O)Cc1c[nH]c2ccccc12,i,33
Cc1ccc(C(CNC(=O)c2ccc(Br)o2)N2CCN(C)CC2)cc1 (stereo unspecified),i,50
CCCCn1c(N)c(N(CC(C)C)C(=O)c2cccc(OCc3ccccc3)c2)c(=O)[nH]c1=O,i,28
O=C(NCc1cccc(Cl)c1)C1=CC=CN2CCS(=O)(=O)N=C12,i,13
COc1cccc(NC(=O)CN(C)CC(=O)NCc2ccco2)c1,i,42
CC(=O)OC1=C(O)C(=O)c2ccccc2C1=O,i,25
COc1ccccc1CCNC(=O)CN1C(=O)c2ccccc2S1(=O)=O,i,42
CC(OC(=O)c1cccc(S(=O)(=O)N2CCOCC2)c1)C(=O)NC1CCCCC1C (stereo unspecified),i,56
O=C(Nc1ncccc1O)c1ccc2c(c1)OCO2,i,46
CN(C)Cc1c(O)ccc2occ(C(=O)c3ccc(F)cc3)c12,i,49

# Screening data deposited in PubChem by NMMLSC.
